GPR151 activ = activators of human GPR151, primary screen, cell-based, PathHunter beta-arrestin, luminescence; activation, % at 11.2 µM; PathHunter beta-arrestin GPR151 cells; 650,000 tested, 1% active; in the data active means activation above about 4.9%;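 further: 0% = median of compound wells and 100% = cells with positive control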
Target sequence (Q8TDV0 whole entry, looked up): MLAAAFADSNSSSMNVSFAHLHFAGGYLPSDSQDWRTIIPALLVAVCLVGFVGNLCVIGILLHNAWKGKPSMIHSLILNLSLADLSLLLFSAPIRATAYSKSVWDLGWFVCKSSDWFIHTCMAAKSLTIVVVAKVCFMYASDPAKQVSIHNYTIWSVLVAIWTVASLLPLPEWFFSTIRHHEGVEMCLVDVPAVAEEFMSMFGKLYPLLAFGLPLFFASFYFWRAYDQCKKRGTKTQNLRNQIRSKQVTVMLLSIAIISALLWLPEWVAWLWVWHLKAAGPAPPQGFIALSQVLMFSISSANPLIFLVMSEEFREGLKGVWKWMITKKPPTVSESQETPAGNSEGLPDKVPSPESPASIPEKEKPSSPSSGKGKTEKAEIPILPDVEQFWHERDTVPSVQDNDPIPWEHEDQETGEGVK
FBW7 act = FBW7 E3 ligase activators, primary screen, biochemical, AlphaScreen, human; F-box/WD repeat-containing protein 7 (Homo sapiens), Q969H0; AlphaScreen FBW7–phospho-cyclin E peptide binding, activator screen; normalized activity (activation), % at 26.1 µM; 650,000 tested, 0.13% active; in the data active means normalized activity above about 1.9%;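 further: purified mutant Fbw7 with reduced substrate affinity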
MITF primary = MITF inhibitors, primary screen, biochemical, AlphaScreen, human; Microphthalmia-associated transcription factor (Homo sapiens), O75030; AlphaScreen MITF homodimerization, bead proximity signal; inhibition, % at 2.6 µM; 650,000 tested, 0.91% active; in the data active means inhibition above about 50%;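 further: 0% = vehicle wells with protein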
Target sequence (O75030 whole entry, looked up): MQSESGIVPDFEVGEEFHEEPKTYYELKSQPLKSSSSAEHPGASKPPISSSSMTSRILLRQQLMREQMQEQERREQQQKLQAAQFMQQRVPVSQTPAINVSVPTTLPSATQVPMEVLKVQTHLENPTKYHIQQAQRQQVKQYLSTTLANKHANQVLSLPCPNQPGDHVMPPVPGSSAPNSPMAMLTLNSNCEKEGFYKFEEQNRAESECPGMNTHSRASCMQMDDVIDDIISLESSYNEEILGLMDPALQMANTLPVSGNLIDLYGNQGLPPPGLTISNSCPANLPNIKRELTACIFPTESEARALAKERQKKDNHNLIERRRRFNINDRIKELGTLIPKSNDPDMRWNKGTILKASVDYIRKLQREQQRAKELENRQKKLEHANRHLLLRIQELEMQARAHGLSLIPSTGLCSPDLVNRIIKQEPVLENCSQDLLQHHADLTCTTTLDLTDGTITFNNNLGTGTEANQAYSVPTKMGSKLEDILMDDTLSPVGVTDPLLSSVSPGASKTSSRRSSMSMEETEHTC
TEAD-YAP block = TEAD-YAP interaction inhibition, primary screen, TEAD-YAP interaction inhibitor project, luminescence, HEK-TIYL cells; TEAD-Gal4/YAP UAS-luciferase luminescence; inhibition, % at 9.12 µM; 640,000 tested, 1.4% active; in the data active means inhibition above about 32%;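 further: 0% = median of test compound wells and 100% = reference inhibitor wells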
The depositor's hits bear a star. An unsorted share of the library; any-hit rate near 3.4%.

molecule	MITF primary	GPR151 activ	TEAD-YAP block	FBW7 act
c1ccc2c3c([nH]c2c1)CCCC3	7	0.5	14	0.0
Cn1c(Sc2cnn(-c3ccccc3)c(=O)c2Br)nnc1-c1ccccc1	2	-1.2	23	0.0
O=c1n(Cc2ccncc2)ncc2cccn12	-15	-0.5	-10	0.0
Cc1cc(C)n(C(=O)CNC(=O)c2ccc(Cl)cc2Cl)n1	6	0.0	1	0.1
O=C(COC(=O)c1cc(O)c(O)c(O)c1)Nc1ccc(F)c(F)c1F	-23	-0.1	-21	-0.5
Cc1ccc2c(c1)C(C)(c1ccccc1)CC(C)(C)N2C(=O)c1ccc(F)cc1 (centres undefined)	4	-0.1	-1	-0.1
Cc1ccc(N(CCCCN2C(=O)c3ccccc3C2=O)C(=O)Nc2ccccc2)cc1	-2	-2.4	1	-0.1
O=C(Nc1cc(C(F)(F)F)ccc1Cl)c1cc(S(=O)(=O)N2CCc3ccccc3C2)ccc1F	4	2.4	3	-0.1
Cc1cc(NC(=O)c2cc(Cl)ccc2Cl)no1	2	-0.6	-4	0.1
Cc1ccc(C)c(N2CCN(C(=O)c3ccc(N4CCCC4=O)cc3)CC2)c1	2	-0.4	-25	-0.1
Cc1ccccc1C1NC(=S)NC2=C1C(=O)CCC2 (centres undefined)	2	-0.4	-3	0.7
c1ccc2c(c1)OCC(CNCC1COc3ccccc3O1)O2 (centres undefined)	6	0.7	-6	-1.0
CC(C)(C)c1cc(C(=O)N2CCC[C@H](C(=O)c3cccs3)C2)n[nH]1	1	-0.5	4	0.0
O=C(NCC(c1ccc2c(c1)OCO2)N1CCOCC1)c1ccccc1 (centres undefined)	1	-1.5	-14	0.0
CCC(C)c1ccc(O[C@@H]2O[C@H](CO)[C@@H](O)[C@H](O)[C@H]2NC(C)=O)cc1 (some centres undefined)	-3	-1.2	0	-0.1

Quoted at random: 3 compounds from above
molecule	MITF primary	GPR151 activ	TEAD-YAP block	FBW7 act
c1ccc2c3c([nH]c2c1)CCCC3	7	0.5	14	0.0
Cc1cc(NC(=O)c2cc(Cl)ccc2Cl)no1	2	-0.6	-4	0.1
O=c1n(Cc2ccncc2)ncc2cccn12	-15	-0.5	-10	0.0

The list goes on.
molecule	MITF primary	GPR151 activ	TEAD-YAP block	FBW7 act
CCOC(=O)c1c(NC(=O)c2cc(-c3ccc(Br)cc3)nc3ccccc23)sc2c1CCC(CC)C2 (centres undefined)	11	0.5	-6	0.1
CCc1nn(C(CC)C(=O)NCc2cccc(F)c2)c(=O)c2cc3oc(C)cc3n12 (centres undefined)	9	-0.3	-1	0.2
O=C(/C=C/c1ccc(Cl)cc1)c1ccc(S(=O)(=O)N2CCCC2)cc1	-12	-0.3	3	0.3
COc1cc(OC)c(N(C)C(=O)c2noc3c2COc2ccccc2-3)cc1Cl	3	0.1	-13	-0.1
Oc1ccc(-c2nc3cnccn3c2NCC2CCCO2)c(O)c1 (centres undefined)	-2	0.1	-8	0.0
COc1ccc(O)c(/C=N/NC(=O)c2cc(Br)ccc2OC(C)C)c1	4	-0.3	-11	0.0
COC(CNS(=O)(=O)c1ccc(S(=O)(=O)NCC(C)C)cc1)OC	4	1.2	-9	-0.2
COc1cc2c(OC)cccc2cc1C(=O)O	-6	-1.6	4	0.1
CN1CCN(CCS(=O)(=O)OCC(F)(F)F)CC1	84*	1.2	4	-0.1
CCOc1ccc(-n2c(/C=C/c3ccc(C(C)(C)C)cc3)nc3cc(Cl)ccc3c2=O)cc1	2	2.1	-3	0.2
Cc1ccc(-c2cc(C(=O)OCC(=O)c3cccc([N+](=O)[O-])c3)c3cc(C)ccc3n2)cc1	18	0.8	4	0.5
COc1ccc(-n2c(C)ccc2C)cn1	-10	0.8	-13	-0.1
CC1CCC(C(C)C)C(OC(=O)COC(=O)c2ccc(N)c([N+](=O)[O-])c2)C1 (centres undefined)	14	2.9	3	0.1
Cc1ccc2c(CC(=O)Nc3ccc(S(=O)(=O)N4CCCC(C)C4)cc3)coc2c1 (centres undefined)	11	-0.2	5	0.2
Cc1cccc(CC(=O)Nc2cnn(-c3cccc(C(=O)NC4CCNCC4)c3)c2)c1	11	1.3	2	0.3
C=CCN(C(=O)c1csnn1)C(C(=O)NCc1ccc(F)cc1)c1ccccc1F (centres undefined)	-5	0.7	-4	0.0
COCCNC(=S)NNc1ccccc1[N+](=O)[O-]	0	1.0	-8	-0.2
CC1(C)N([O-])C(c2ccc(-c3ccccc3)cc2)=C[N+](=O)C1(C)C	14	-1.9	-9	0.2
O=C(CSc1ccc(-c2ccccn2)nn1)N1CCCCCC1	46	-1.3	-29	-1.6
COc1cc(C2C(C(=O)OC(C)C)=C(C)NC3=C2C(=O)CC(c2ccccc2)C3)cc(Cl)c1O (centres undefined)	-2	-0.2	19	-0.1
Cc1cc(C(=O)O)ccc1-n1c(C)cc(/C=C2\NC(=O)NC2=O)c1C	19	0.0	-11	0.2
CCc1cc2cc3c(cc2nc1SCC(=O)NNC(=O)c1ccco1)OCCO3	10	0.6	-11	0.0
CCN1C(SCc2ccc(N3CCCC3=O)cc2)=NS(=O)(=O)c2ccccc21	-5	-0.8	-6	-0.2
COc1ccc(-c2nnc(SCc3ccc(C(=O)O)cc3)o2)cc1	-1	2.2	4	0.1
CCN(CC)c1ccc(/C=C(\C#N)C(=O)OC)cc1	-11	-0.3	-44	0.2
COc1cc(-c2nc3sc4c(c3c(=O)[nH]2)CCCC4)ccc1OCCOc1ccc(Br)cc1	6	-1.3	-13	0.1
CCN(CC)S(=O)(=O)c1csc(C(=O)Nc2cccc(C(=O)O)c2)c1	-5	-1.6	-8	-0.2
C=CCn1c(SCC(=O)Nc2ccc(C(=O)OCC)cc2)nnc1-c1ccco1	0	-1.2	17	0.2
CCn1cc(SCC(=O)Nc2ccc(OC)cc2)c2ccccc21	11	0.1	1	0.1
COc1ccccc1CNC(=O)c1ccc2c(c1)NC(=O)C(CSCc1ccccc1F)N2 (centres undefined)	10	-2.4	1	0.0
COc1ccc(NC(=O)C(NC(=O)CCc2cc(C(C)(C)C)c(O)c(C(C)(C)C)c2)c2ccc(OC)cc2)cc1 (centres undefined)	0	-1.1	-3	0.2
C/C(O)=C\c1nc2ccc([N+](=O)[O-])cc2nc1/C=C(\C)O	-12	1.0	-2	-0.3
CN1CCN(c2ccccc2NC(=S)NC(=O)c2ccccc2[N+](=O)[O-])CC1	22	-0.6	16	-0.2
Fc1ccccc1OCCOc1ncnc2sccc12	10	-1.5	-73	0.0
Cc1nn(C)c(C)c1CN(Cc1cn(C)nc1-c1ccc2c(c1)OCCO2)C1CC1	-7	-0.1	10	0.0
O=C(NCCc1ccccc1)c1cc2cc(Cl)ccc2oc1=O	8	-1.4	-5	0.2
Cc1nn(CC(=O)NC(C)C)c(=O)c2cc3sccc3n12	0	-1.1	-9	-0.2
COc1ccc(C(=O)c2ccc(C(=O)c3ccc(OC)c4ccccc34)cc2)c2ccccc12	-6	-0.4	-11	0.0
Cc1cnc(C(=O)N2CCC(n3nnc4ccccc4c3=O)CC2)cn1	13	-0.4	5	0.1
COc1cc(/C=C2/C(=O)NN(c3ccccc3)C2=O)ccc1OC(C)=O	-3	3.1	-12	0.0
CC1(C)CCCC2(C)C1CCC(C)(O)C2CCO (centres undefined)	-1	-0.5	-2	-0.1
O=C(NCC12CC3CC(CC(C3)C1)C2)c1cc2cc([N+](=O)[O-])ccc2oc1=O	21	-0.4	4	0.1
COc1ccccc1C(=O)Nc1ccc(S(=O)(=O)Nc2ncccn2)cc1	5	0.3	8	0.1
CCNS(=O)(=O)c1ccc(CCC(=O)Nc2ccc3c(c2)OCCO3)cc1	9	2.3	5	-0.3
O=C(CSc1nc2ccccc2c(=O)n1CCCN1CCCCC1)NC1CCCC1	-1	-0.1	-13	0.5
CN(C)c1ccc(C2SCCN2C(=O)c2ccc([N+](=O)[O-])cc2)cc1 (centres undefined)	5	1.2	-14	-0.2
CN1CC=C2C(C#N)=C(N)C(C#N)(C#N)C(c3c(F)cccc3Cl)C2C1 (centres undefined)	-8	-0.5	-8	0.0
COc1ccc(/C=C2\OC(=O)c3ccccc32)cc1OC	-19	1.2	7	0.2
O=C1C(=O)N(c2ccc(F)cc2)C(c2cccc([N+](=O)[O-])c2)/C1=C(/O)c1ccccc1 (centres undefined)	2	0.6	9	0.1
O=C(c1cc(-c2ccco2)[nH]n1)N1CCN(C(=O)[C@@H]2C[C@H]2c2cccs2)CC1	8	-1.0	5	-0.2
Cc1cccc(NC(=O)Cn2cnc3ccccc3c2=O)c1	-10	0.2	-14	0.0
CCOC(=O)C1CCN(C(=O)CCS(=O)(=O)Cc2ccccc2)CC1	4	-0.4	12	0.1
Cc1ccccc1NC(=O)c1c(NC(=O)C(F)(F)F)sc2c1CCCC2	16	-1.3	-13	0.0
CCNC(=S)Nc1ccc(OC)cc1	-4	2.7	-6	-0.1
CCCC12CN3CC(CCC)(CN(C1)C3c1ccc(O)c(O)c1)C2=O (centres undefined)	5	0.5	6	-0.2
COc1ccc(CCNc2nc(-c3cccc(N)c3)nc3c2ncn3-c2ccccc2)cc1	4	0.6	14	0.0
O=C1C2C(C(=O)N1Cc1ccccc1)C2(c1ccccc1)c1ccccc1 (centres undefined)	-1	-0.3	4	0.0
COc1ccccc1OCc1nc(-c2cccs2)no1	13	-1.5	-6	0.0
CCNc1ncc(C(=O)NCCCN2CCCC2=O)s1	-3	0.8	-3	0.0
Cc1ccc(CNC(=O)Cc2c(C)nc3c(-c4ccc(F)cc4)c(C)nn3c2C)cc1	0	-3.1	7	-0.1

4 entries from above, sorted by length of the SMILES, ascending.
molecule	MITF primary	GPR151 activ	TEAD-YAP block	FBW7 act
Cc1cccc(NC(=O)Cn2cnc3ccccc3c2=O)c1	-10	0.2	-14	0.0
CCCC12CN3CC(CCC)(CN(C1)C3c1ccc(O)c(O)c1)C2=O (centres undefined)	5	0.5	6	-0.2
CN1CC=C2C(C#N)=C(N)C(C#N)(C#N)C(c3c(F)cccc3Cl)C2C1 (centres undefined)	-8	-0.5	-8	0.0
COc1ccc(CCNc2nc(-c3cccc(N)c3)nc3c2ncn3-c2ccccc2)cc1	4	0.6	14	0.0

Continuation:
molecule	MITF primary	GPR151 activ	TEAD-YAP block	FBW7 act
O=C(NNC(=S)NCc1ccco1)C(c1ccccc1)c1ccccc1	11	1.9	4	0.0
CCc1cc(NC)n2nc3nc(C)cc(C)c3c2n1	-17	-0.7	6	-0.2
CS(=O)(=O)N1CCC(CO)(Cc2ccccc2C(F)(F)F)CC1	6	-1.1	-2	0.4
CN1C(=O)/C(=C2/SC(=S)N(c3cccc(O)c3)C2=O)c2ccccc21	21	-0.8	-6	-0.1
c1cc(-c2ccnc(Nc3ccc(-n4cnc(N5CCNCC5)n4)cc3)n2)cc(N2CCOCC2)c1	-10	1.1	12	0.0
COc1ccc(C(=O)Nc2ccc3c(c2)OCCO3)cc1Br	18	-1.5	-70	0.1
CN(C(=O)c1coc(=O)c2ccccc12)c1ccc(F)cc1	-2	-0.2	-2	0.1
Cc1nc(-c2ccccc2)sc1C(=O)Nc1ccc(-c2cn3ccccc3n2)cc1	1	-1.6	-1	-0.1
O=C(O)CC(c1ccccc1)n1cccc1 (centres undefined)	-4	1.2	1	0.1
CC12C=CC(O1)C1C(=O)N(c3ccc(C(=O)O)cc3)C(=O)C12 (centres undefined)	5	0.0	13	0.0
NS(=O)(=O)c1ccc(CCNC(=O)CCCn2c(SCC(=O)Nc3nccs3)nc3ccsc3c2=O)cc1	1	0.0	-10	0.1
O=S(=O)(c1ccc(Nc2nccc(-c3ccccc3)n2)cc1)N1CCCC1	3	-0.3	-5	0.1
O=C1C2C(C(=O)N1c1cccc(I)c1)C1C=CC2C12CC2 (centres undefined)	-3	0.1	-6	0.0
Cc1ccc(OCC(O)CN2CCN(c3ccc(C)cc3)CC2)cc1 (centres undefined)	9	1.1	-6	0.0
O=C(N=NC(=O)c1ccc2c(O)n(CC3CCCO3)c(O)c2c1)c1cccc([N+](=O)[O-])c1 (centres undefined)	13	-1.9	17	0.2
COC(=O)COc1ccccc1C1C(C#N)=C(N)OC2=C1C(=O)CC(C)(C)C2 (centres undefined)	12	-0.1	4	0.0
O=C(O)c1cc(N2Cc3ccccc3C2)ccc1O	2	-0.7	-10	-0.4
CCOc1ccc(/C=C(/C#N)c2nc3ccccc3[nH]2)cc1OC	11	2.3	-25	0.5
Cc1cc2ncn(C(=O)c3ccco3)c2cc1C	2	0.7	-2	-0.1
Cc1ccc(/C=N/NC(=O)c2ccc(F)cc2)s1	16	3.9	-25	0.3
COc1ccccc1OCC(=O)NCCc1csc(-c2ccc(F)cc2)n1	2	-0.2	4	0.2
CCCn1c(Cc2ccccc2)nnc1SCC(=O)NCc1ccc(OC)cc1	-6	-0.8	12	-0.3

From PubChem BioAssay
